PRMT1 inh: PRMT1 methyltransferase inhibitors, primary screen, biochemical, fluorescence polarization. recombinant PRMT1, activity-based probe fluorescence polarization. inhibition, % at 2.79 µM. 370,000 compounds, 1.3% hits;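 active means inhibition above about 21% made by adding two undisclosed values, limit read from the data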
PG9 binder: binders of HIV-1 gp120 antibody PG9, primary screen, biochemical, TR-FRET; HIV-1 gp120 / PG9 antibody interaction; TR-FRET gp120-PG9 antibody binding; inhibition, % at 6.7 µM; 360,000 compounds, 0.43% hits; in the data active means inhibition above about 8.5%
NR1D1 modulator: modulators of Rev-erb alpha DNA binding, primary screen, biochemical, FITC-DNA, fluorescence polarization, uHTS; Rev-erbα–FITC-DNA binding, 90 min; 370,000 compounds, 0.79% hits; AID 1259318, 2017; activity, % at 10 µM;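 active means activity above about 14%, limit read from the data; passing the limit was not always enough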;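 further: 0% = DMSO wells with 35 nM protein and 100% = DMSO wells with 750 nM protein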
HTRA1 inhibitor: HTRA1 serine protease inhibitors, primary screen, biochemical, fluorescence polarization, HTS; inhibition, % at 5.96 µM; recombinant HTRA1, FP-rhodamine activity-based probe; Q92743; 340,000 compounds, 0.5% hits; in the data active means inhibition above about 36%;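 further: 0% = enzyme with DMSO and 100% = wells lacking enzyme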
Target sequence (Q92743 whole entry, looked up): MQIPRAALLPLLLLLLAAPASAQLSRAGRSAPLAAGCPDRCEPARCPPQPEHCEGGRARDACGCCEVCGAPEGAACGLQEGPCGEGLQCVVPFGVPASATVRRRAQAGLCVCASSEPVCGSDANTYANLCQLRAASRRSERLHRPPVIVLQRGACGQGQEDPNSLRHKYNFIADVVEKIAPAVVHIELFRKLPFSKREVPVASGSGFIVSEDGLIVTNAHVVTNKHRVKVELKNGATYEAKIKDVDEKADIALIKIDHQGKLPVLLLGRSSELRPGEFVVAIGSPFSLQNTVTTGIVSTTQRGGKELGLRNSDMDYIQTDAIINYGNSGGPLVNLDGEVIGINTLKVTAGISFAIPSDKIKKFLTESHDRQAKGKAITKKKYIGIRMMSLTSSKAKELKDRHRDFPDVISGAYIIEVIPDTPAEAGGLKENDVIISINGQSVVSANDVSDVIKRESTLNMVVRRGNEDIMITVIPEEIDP
SIAE primary: human SIAE inhibitors, primary screen, biochemical, fluorescence polarization, FP-Rh probe, 1536-well HTS | Sialate O-acetylesterase (Homo sapiens), Q9HAT2 | SIAE FP-Rh probe binding | inhibition, % at 9.66 µM | 370,000 compounds, 0.69% hits | AID 1053197, 2014;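 active means inhibition above a cutoff: mean of compounds within the control limits plus 3 SD of those, cut at about 17% in these data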;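 further: 0% = plate median of compound wells and 100% = probe without SIAE protein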
mABHD4 FP: ABHD4 inhibitors, primary screen, biochemical, fluorescence polarization, mouse | (Lyso)-N-acylphosphatidylethanolamine lipase (Mus musculus), Q8VD66 | purified mABHD4, FP-Rh probe fluorescence polarization | inhibition, % at 8.92 µM | 370,000 compounds, 0.54% hits | AID 720543, 2013;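 active means inhibition exceeding the mean over every tested compound plus 3 SD, cut at about 30% in these data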;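 further: 0% = plate median of compound wells and 100% = S159A mutant with DMSO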
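System: mouse ABHD4 enzyme, wild type / Medium: HEPES pH 7.0, NaCl, Pluronic buffer / Reagent: FP-Rh activity-based fluorescent probe / Control set: S159A mutant high control, sample median low control / Detection: fluorescence polarization with parallel and perpendicular emission, 525/598 nm / Schedule: 45 min + 60 min at 25 °C / Compound dosing: 8.92 µM, single dose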
TDP2 absorb: human TDP2 enzyme inhibitors, primary screen, biochemical, epi absorbance, recombinant enzyme. AID 720702, 2013. inhibition, % at 12.8 µM. T5PNP hydrolysis, p-nitrophenol absorbance 415 nm. 370,000 compounds, 0.34% hits;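 active means inhibition above the mean of all tested compounds plus 3 SD, set per campaign, cut at about 25% in these data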;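 further: 0% = DMSO with enzyme and 100% = buffer with substrate but no TDP2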
Target sequence (O95551 whole entry, looked up): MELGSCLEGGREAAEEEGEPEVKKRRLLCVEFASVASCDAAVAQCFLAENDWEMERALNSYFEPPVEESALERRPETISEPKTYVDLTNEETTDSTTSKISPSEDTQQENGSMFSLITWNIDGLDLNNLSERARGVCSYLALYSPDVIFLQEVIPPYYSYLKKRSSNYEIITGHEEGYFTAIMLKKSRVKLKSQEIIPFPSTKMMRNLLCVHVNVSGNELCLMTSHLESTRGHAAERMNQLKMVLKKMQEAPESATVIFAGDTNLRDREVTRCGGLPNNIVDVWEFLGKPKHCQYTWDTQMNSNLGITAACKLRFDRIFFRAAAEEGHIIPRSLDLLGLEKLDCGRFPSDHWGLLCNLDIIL
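Test system: Human TDP2 enzyme | Reagent: 5 mM T5PNP | Compound dosing: 12.8 µM single point, 1% DMSO | Incubation: Enzyme reaction with compound for 2 h at 37 °C | Technique: p-Nitrophenol epi absorbance | Read-out: % inhibition relative to enzyme-containing and enzyme-free wells | Benchmarks: High control without enzyme, low control DMSO plus TDP2 | Replicates: Singlicate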
LEDGF integ inh: blockers of LEDGF/p75-dependent integrase strand transfer – biochemical, TR-FRET, high throughput, primary screen; TR-FRET IN-LEDGF/p75 DNA integration, Eu/Cy5; inhibition, % at 3.7 µM; 370,000 compounds, 0.64% hits;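 active means inhibition above the screen-wide mean plus 3 SD, cut at about 13% in these data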;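 further: signal is the Cy5 over europium emission ratio at 671 and 618 nm; 0% = plate median of compound wells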
rCAG RNA binder: binders of r(CAG) RNA repeats, primary screen, biochemical, fluorescence | r(CAG) RNA repeat, TO-PRO-1 dye displacement fluorescence | inhibition, % at 3 µM | 370,000 compounds, 1.3% hits | AID 651821, 2012;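 active means inhibition above the plate cutoff, the mean of all test compounds on that plate plus 3 SD, cut at about 35% in these data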;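 further: 0% = DMSO alone and 100% = 100 µM mitoxantrone as full dye displacement; higher means more dye released from RNA so lower well fluorescence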
TCR-CD3 inh: inhibitors of human TCR-CD3 interaction, primary screen, biochemical, fluorescence, TAMRA-labeled TCR probe; 360,000 compounds, 0.37% hits; inhibition, % at 9.4 µM; T-cell receptor (TCR); in the data active means inhibition above about 19%;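 further: recombinant mutant TCR 2C K166C tagged with TAMRA read by polarization; 0% = receptor in buffer alone and 100% = receptor with positive control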
* marks the source's active call; other numbers are inactive results. These rows are one share of the data; count on the stated rates, not on these rows.

`CCc1ccccc1NC(=O)COc1cccc2ccc(C)nc12` gave PRMT1 inh 1, PG9 binder 2.4, NR1D1 modulator 9, HTRA1 inhibitor 0, SIAE primary 0, mABHD4 FP 9, TDP2 absorb -7, LEDGF integ inh -2, rCAG RNA binder -8 and TCR-CD3 inh -1.
For CCN(CC)CCNCC(=O)Nc1ccc(Oc2ccccc2)cc1 the results were PRMT1 inh -1, PG9 binder -0.5, NR1D1 modulator 9, HTRA1 inhibitor 2, SIAE primary -5, mABHD4 FP 5, TDP2 absorb 1, LEDGF integ inh 8, rCAG RNA binder 1 and TCR-CD3 inh 4.
For O=C(NCc1ccccn1)c1cccc(NS(=O)(=O)c2ccc(Br)cc2)c1 the results were PRMT1 inh -2, PG9 binder 1.4, NR1D1 modulator -1, HTRA1 inhibitor -3, SIAE primary -1, mABHD4 FP 2, TDP2 absorb 9, LEDGF integ inh 0, rCAG RNA binder 9 and TCR-CD3 inh -4.
CCCCOCC1CN(CCCC)S(=O)(=O)c2c(Oc3ccc(OC)cc3)cccc2O1 (stereo not given) was read as PRMT1 inh 3, PG9 binder -0.5, NR1D1 modulator 5, SIAE primary -3, mABHD4 FP 2, TDP2 absorb 4, LEDGF integ inh 4, rCAG RNA binder 3 and TCR-CD3 inh 5.
CC(C)COC(=O)n1c(=O)oc2ccc(S(=O)(=O)N3CCCCC3)cc21 was read as PRMT1 inh -5, PG9 binder 0.3, NR1D1 modulator -1, HTRA1 inhibitor 1, SIAE primary 0, mABHD4 FP 42*, TDP2 absorb -9, LEDGF integ inh -1, rCAG RNA binder 12 and TCR-CD3 inh 3.
Cc1ccc(S(=O)(=O)N2CC(O)C2)cc1 was read as PRMT1 inh 0, PG9 binder -0.5, NR1D1 modulator -4, HTRA1 inhibitor -7, SIAE primary 5, mABHD4 FP 4, TDP2 absorb 6, LEDGF integ inh 1, rCAG RNA binder 1 and TCR-CD3 inh -1.
For CCOC(=O)c1ccc(S(=O)(=O)NNS(=O)(=O)c2ccc(C)cc2)cc1 the results were PRMT1 inh 1, PG9 binder -0.2, NR1D1 modulator 4, HTRA1 inhibitor 2, SIAE primary 5, mABHD4 FP 1, TDP2 absorb 0, LEDGF integ inh -3, rCAG RNA binder 1 and TCR-CD3 inh 3.
COC(=O)c1cn(CC(=O)Nc2ccc(OC)cc2)c2ccccc12 was read as PRMT1 inh 2, PG9 binder 1.3, NR1D1 modulator -1, HTRA1 inhibitor 4, SIAE primary 2, mABHD4 FP -3, TDP2 absorb -2, LEDGF integ inh -1, rCAG RNA binder -1 and TCR-CD3 inh -5.
Screening O=C(Nc1nncs1)c1ccc(S(=O)(=O)c2ccccc2)cc1 returned PRMT1 inh -2, PG9 binder 0.2, NR1D1 modulator -3, HTRA1 inhibitor 3, SIAE primary -3, mABHD4 FP -4, TDP2 absorb 0, LEDGF integ inh 0, rCAG RNA binder 1 and TCR-CD3 inh 9.
For Cc1cc(=O)c(C(=O)O)c(C)n1-c1ccccc1 the results were PRMT1 inh -1, PG9 binder 0.0, NR1D1 modulator 3, HTRA1 inhibitor 4, SIAE primary -4, mABHD4 FP 0, TDP2 absorb 2, LEDGF integ inh -4, rCAG RNA binder 0 and TCR-CD3 inh 1.
Screening Cc1cccc(CC(=O)NC2CCN(C)CC2)c1 returned PRMT1 inh -4, PG9 binder -0.5, NR1D1 modulator 4, HTRA1 inhibitor -7, SIAE primary -5, mABHD4 FP 1, TDP2 absorb 7, LEDGF integ inh -2, rCAG RNA binder 5 and TCR-CD3 inh 0.
Screening NS(=O)(=O)c1ccc(NC(=O)COC(=O)COc2ccc(Cl)cc2)cc1 returned PRMT1 inh -1, PG9 binder -2.0, NR1D1 modulator -3, HTRA1 inhibitor 5, SIAE primary 4, mABHD4 FP 11, TDP2 absorb 7, LEDGF integ inh 0, rCAG RNA binder 5 and TCR-CD3 inh 8.
`CCOC(=O)N(C)C[C@H]1OCc2cnnn2CCCC(=O)N([C@@H](C)CO)C[C@H]1C` gave PRMT1 inh 0, PG9 binder -0.2, NR1D1 modulator -2, HTRA1 inhibitor 5, SIAE primary 1, mABHD4 FP 7, TDP2 absorb 7, LEDGF integ inh 4, rCAG RNA binder 2 and TCR-CD3 inh -1.
For CCOCCCNC(=O)C(NC(=O)Cc1cccs1)c1ccc(C)cc1 (stereo not given) the results were PRMT1 inh 2, PG9 binder -2.0, NR1D1 modulator -2, HTRA1 inhibitor -7, SIAE primary 8, mABHD4 FP 1, TDP2 absorb 4, LEDGF integ inh -3, rCAG RNA binder -5 and TCR-CD3 inh 3.
COCCN(CC(=O)Nc1cccc(C)c1C)C(=O)/C=C/c1ccc2c(c1)OCCO2 was read as PRMT1 inh -2, PG9 binder -0.1, NR1D1 modulator 8, HTRA1 inhibitor 5, SIAE primary 2, mABHD4 FP -1, TDP2 absorb -1, LEDGF integ inh 2, rCAG RNA binder 1 and TCR-CD3 inh -6.
COc1ccc(NC(=O)c2ccc(NC(=O)CSc3nc(N)cc(=O)[nH]3)cc2)cc1 was read as PRMT1 inh 4, PG9 binder 0.1, NR1D1 modulator 3, HTRA1 inhibitor -12, SIAE primary -32, mABHD4 FP -17, TDP2 absorb 8, LEDGF integ inh -4, rCAG RNA binder 8 and TCR-CD3 inh 0.
For CC(CNC(=O)CCn1ccc2cc(S(=O)(=O)N3CCCC3)ccc21)c1ccccc1 (stereo not given) the results were PRMT1 inh 6, PG9 binder 1.2, NR1D1 modulator -3, HTRA1 inhibitor -6, SIAE primary 7, mABHD4 FP 2, TDP2 absorb -2, LEDGF integ inh -1, rCAG RNA binder 1 and TCR-CD3 inh 3.
Screening Cn1cc([N+](=O)[O-])c(C(=O)N/N=C\c2c[nH]c3ccccc23)n1 returned PRMT1 inh -1, PG9 binder 0.0, NR1D1 modulator 3, HTRA1 inhibitor 14, SIAE primary -3, mABHD4 FP -1, TDP2 absorb -9, LEDGF integ inh -3, rCAG RNA binder 0 and TCR-CD3 inh 10.
O=C(NCCN1CCCCC1)c1cc(Cl)ccc1Cl was read as PRMT1 inh -4, PG9 binder -2.7, NR1D1 modulator -2, HTRA1 inhibitor 4, SIAE primary 5, mABHD4 FP -1, TDP2 absorb -8, LEDGF integ inh 5, rCAG RNA binder 0 and TCR-CD3 inh 4.
Screening CCOC(=O)CSc1nc2ccccc2c(=O)n1CC returned PRMT1 inh 1, PG9 binder 1.4, NR1D1 modulator -1, HTRA1 inhibitor -1, SIAE primary 3, mABHD4 FP 3, TDP2 absorb 8, LEDGF integ inh 0, rCAG RNA binder -7 and TCR-CD3 inh -4.

The final 3 entries of the section before open the next one.
Screening Cn1cc([N+](=O)[O-])c(C(=O)N/N=C\c2c[nH]c3ccccc23)n1 returned PRMT1 inh -1, PG9 binder 0.0, NR1D1 modulator 3, HTRA1 inhibitor 14, SIAE primary -3, mABHD4 FP -1, TDP2 absorb -9, LEDGF integ inh -3, rCAG RNA binder 0 and TCR-CD3 inh 10.
O=C(NCCN1CCCCC1)c1cc(Cl)ccc1Cl was read as PRMT1 inh -4, PG9 binder -2.7, NR1D1 modulator -2, HTRA1 inhibitor 4, SIAE primary 5, mABHD4 FP -1, TDP2 absorb -8, LEDGF integ inh 5, rCAG RNA binder 0 and TCR-CD3 inh 4.
Screening CCOC(=O)CSc1nc2ccccc2c(=O)n1CC returned PRMT1 inh 1, PG9 binder 1.4, NR1D1 modulator -1, HTRA1 inhibitor -1, SIAE primary 3, mABHD4 FP 3, TDP2 absorb 8, LEDGF integ inh 0, rCAG RNA binder -7 and TCR-CD3 inh -4.
O=C(Nc1cccc([N+](=O)[O-])c1)NC1CCCCN(Cc2cccc(Cl)c2)C1=O (stereo not given) was read as PRMT1 inh 3, NR1D1 modulator 3, SIAE primary -3, mABHD4 FP 3, TDP2 absorb -4, LEDGF integ inh -1 and rCAG RNA binder 6.
`CCn1c(C)c(C(C)=O)c(N2CCN(c3ccccc3)CC2)nc1=S` gave PRMT1 inh 37*, PG9 binder -0.5, NR1D1 modulator 0, HTRA1 inhibitor 14, SIAE primary -1, mABHD4 FP 19, TDP2 absorb -7, LEDGF integ inh 3, rCAG RNA binder -14 and TCR-CD3 inh 3.
Screening COc1nc2ccccc2nc1N1CCN(c2ccc(F)cc2)CC1 returned PRMT1 inh 2, PG9 binder 0.7, NR1D1 modulator -1, HTRA1 inhibitor 0, SIAE primary -1, mABHD4 FP 1, TDP2 absorb 13, LEDGF integ inh -2, rCAG RNA binder -1 and TCR-CD3 inh -1.
For CN(C)S(=O)(=O)c1ccc(C(=O)OCCc2ccccc2)cc1 the results were PRMT1 inh -10, PG9 binder 0.1, NR1D1 modulator -3, HTRA1 inhibitor 0, SIAE primary -11, mABHD4 FP -12, TDP2 absorb -10, LEDGF integ inh 5, rCAG RNA binder 0 and TCR-CD3 inh 0.
CC(CNS(=O)(=O)c1ccc2c(c1)NC(=O)CCS2)c1ccccc1 (stereo not given) was read as PRMT1 inh 0, PG9 binder 2.4, NR1D1 modulator 2, HTRA1 inhibitor -3, SIAE primary -5, mABHD4 FP 4, TDP2 absorb 21, LEDGF integ inh 0, rCAG RNA binder -2 and TCR-CD3 inh -3.
For O=C(NCCCN1CCOCC1)c1ccc(Sc2ccccc2Cl)c([N+](=O)[O-])c1 the results were PRMT1 inh -3, PG9 binder -0.8, NR1D1 modulator -2, HTRA1 inhibitor -25, SIAE primary 1, mABHD4 FP 3, TDP2 absorb 15, LEDGF integ inh 3, rCAG RNA binder -5 and TCR-CD3 inh -4.

Screening data as filed in PubChem BioAssay.
